Screens as filed in PubChem.
GDH-TPI inh: GDH-TPI coupled enzyme inhibition counter-screen. inhibition, % at 4.8 µM. AID 588335. GDH-TPI coupled enzyme counterscreen, NADH absorbance. hit rate 1.2% among 360,000; in the data active means inhibition above about 30%;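 further: 0% = DMSO wells and 100% = wells lacking the enzyme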
FBA Mtb inh: inhibitors of M. tuberculosis fructose-bisphosphate aldolase; P9WQA3; purified M. tuberculosis FBA, fluorescence read-out; inhibition, % at 1 µM; hit rate 2.3% among 360,000; in the data active means inhibition above about 27%;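 further: 0% = vehicle and 100% = reference inhibitor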
Target sequence (P9WQA3 whole entry, looked up): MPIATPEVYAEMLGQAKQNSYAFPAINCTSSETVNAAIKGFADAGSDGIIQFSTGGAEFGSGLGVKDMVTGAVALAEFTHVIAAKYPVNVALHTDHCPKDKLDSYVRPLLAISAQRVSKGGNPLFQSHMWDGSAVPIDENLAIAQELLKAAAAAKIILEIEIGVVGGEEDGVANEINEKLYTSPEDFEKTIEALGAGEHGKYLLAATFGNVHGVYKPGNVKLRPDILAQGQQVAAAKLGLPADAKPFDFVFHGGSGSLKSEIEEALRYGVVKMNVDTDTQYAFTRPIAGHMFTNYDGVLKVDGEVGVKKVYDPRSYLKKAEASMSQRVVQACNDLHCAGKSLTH
UGM FP inh: blocks M. tuberculosis UGM enzyme. inhibition, % at 10 µM. hit rate 0.06% among 320,000. purified UGM, fluorescence polarization probe displacement; in the data active means inhibition above about 10%, passing the limit was not always enough
Target sequence (P9WIQ1 whole entry, looked up): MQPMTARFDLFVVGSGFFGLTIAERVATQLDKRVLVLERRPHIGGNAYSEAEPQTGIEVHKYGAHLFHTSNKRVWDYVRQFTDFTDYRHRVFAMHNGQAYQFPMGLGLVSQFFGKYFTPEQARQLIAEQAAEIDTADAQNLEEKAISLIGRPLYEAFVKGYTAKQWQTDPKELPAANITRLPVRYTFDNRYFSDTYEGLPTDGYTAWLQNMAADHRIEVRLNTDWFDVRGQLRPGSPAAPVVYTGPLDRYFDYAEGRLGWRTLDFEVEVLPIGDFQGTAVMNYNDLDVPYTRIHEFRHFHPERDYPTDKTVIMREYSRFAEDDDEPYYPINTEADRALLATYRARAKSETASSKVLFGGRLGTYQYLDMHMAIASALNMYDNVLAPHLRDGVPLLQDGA
3CLpro inhibitor: SARS-CoV 3CLpro protease inhibition; P0C6X7; recombinant SARS-CoV 3CLpro, quenched FRET peptide cleavage; inhibition, % at 6 µM; hit rate 0.14% among 290,000; in the data active means inhibition above about 12%
MazF activator: increases E. coli MazEF RNase cleavage of RNA; P0AE70; FAM/BHQ RNA-DNA oligo cleavage fluorescence, 5 h; activation, % at 20 µM; hit rate 0.32% among 350,000; in the data active means activation above about 50%
Target sequence (P0AE70 whole entry, looked up): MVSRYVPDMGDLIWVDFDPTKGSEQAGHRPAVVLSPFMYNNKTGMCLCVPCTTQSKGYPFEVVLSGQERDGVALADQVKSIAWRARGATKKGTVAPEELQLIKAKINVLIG
BH1578 lux ind: induces V. cholerae light production without autoinducers. V. cholerae BH1578 lux reporter, luminescence, 6 h. activation, % at 18.7 µM. hit rate 0.16% among 350,000. AID 588436; in the data active means activation mostly above about 9.7%, no sharp cut-off; further: not every result past the cut was called active; inactives centre near 0; reference of the scale not given here
Mtb BioA inh: inhibitors of Mycobacterium tuberculosis BioA enzyme; purified M. tuberculosis BioA enzyme, plate reader; inhibition, % at 9.99 µM; hit rate 0.096% among 360,000; AID 602481; in the data active means inhibition above about 40%
DUSP3 inh: blocks human VHR1 dual specificity phosphatase. P51452. recombinant VHR phosphatase, pNPP absorbance. inhibition, % at 13.3 µM. hit rate 0.52% among 290,000; in the data active means inhibition above about 50%; further: some compounds called inactive have numbers as strong as hits
Target sequence (P51452 whole entry, looked up): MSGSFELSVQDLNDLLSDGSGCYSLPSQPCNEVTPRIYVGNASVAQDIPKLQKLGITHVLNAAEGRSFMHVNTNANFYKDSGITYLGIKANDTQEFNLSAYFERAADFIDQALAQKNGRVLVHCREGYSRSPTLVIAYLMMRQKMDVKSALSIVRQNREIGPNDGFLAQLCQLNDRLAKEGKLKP
Rv3671c protease: Rv3671c (M. tuberculosis) protease inhibition | P9WHR9 | inhibition, % at 5.96 µM | hit rate 0.048% among 320,000; in the data active means inhibition above about 38%;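 further: extracellular domain of Rv3671c used as enzyme; 0% = enzyme with DMSO and 100% = no enzyme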
PriA SSB inh: inhibitors of Klebsiella pneumoniae PriA binding to SSB C-terminal tail. AlphaScreen SSBct-PriA binding, biotinylated peptide. inhibition, % at 33 µM. hit rate 0.6% among 430,000. AID 1272365; in the data active means inhibition mostly above about 37%, no sharp cut-off; inactive means mostly below about 20%;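 further: plate controls were negative control peptide for no effect and reference peptide for full effect; strong numbers were not always called active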
Starred values were filed as active, the others as inactive; i = inactive; x = no result given; & = joins results of further samples. These rows are one share of the data, so the mix of outcomes need not match the whole.

SMILES	GDH-TPI inh	FBA Mtb inh	UGM FP inh	3CLpro inhibitor	MazF activator	BH1578 lux ind	Mtb BioA inh	DUSP3 inh	Rv3671c protease	PriA SSB inh
CCSc1ccc(-c2cc(NC=O)c3ncc(-c4cccc(C(=O)N(C)C)c4)n3c2)cc1	14	6	x	x	x	i	-1.4	x	x	x
Cc1ccccc1NC(=O)C(C)N1C(=O)c2ccccc2C1=O (centres undefined)	11	6	0.1	-1	-23	-0.3	-3.9	26	5	-12
COc1cc2nc(N(CCCN(C)C)C(=O)c3ccc(S(=O)(=O)N4CCc5ccccc54)cc3)sc2cc1OC	11	5	-4.0	x	-26	i	-0.9	x	-3	27&38
Cn1c(N)c(N2CCCCC2)c(=O)n(CC(=O)Nc2cccc(C#N)c2)c1=O	6	-4	4.7	x	0	1.0	0.2	x	-4	-1
Cc1ccc(C)c2[nH]c(=O)c(CN(CCCN(C)C)C(=O)NCc3ccccc3)cc12	3	3	-2.4	x	-1	i	5.8	14	8	0
CCOC(=O)/C(=N\Nc1cccc(C(F)(F)F)c1)N(CCOC)CCOC	7	-3	-2.1	1	-7	-1.8	1.0	26	1	x
COc1ccc(C(=O)CCC(=O)O)c(C)c1	1	0	-0.2	-1	0	-0.3	-1.4	13	1	-13
Cc1cccc(C(=O)Nc2sc3c(c2C(=O)O)CCCC3)c1	14	5	-1.1	10	8	-0.1	0.1	-7	-3	-2
O=C(/C=C/c1ccccc1)C1=C(O)C(=O)N(CCO)C1c1cccc([N+](=O)[O-])c1 (centres undefined)	26	0	3.3	1	0	-0.9	-0.4	14	-8	-8
CCC(CC)c1nnc(NC(=O)C2CC(=O)N(CCc3ccc(OC)c(OC)c3)C2)s1 (centres undefined)	1	1	1.5	x	-2	-0.3	-0.8	x	5	8
O=C(NC(c1ccc(F)cc1)c1ccc2ccccc2n1)C1CCN(Cc2ccc3ccccc3n2)CC1 (centres undefined)	10	2	x	x	x	-0.3	-4.7	x	x	x
Cc1[nH]c2ccc3c(ncn3CCC#N)c2c1C	11	4	2.1	-7	9	14	1.7	2	1	-5
CCc1ccc(C2=NNC(=Nc3cccc(S(=O)(=O)N(C)C)c3)SC2)cc1	20	-1	0.9	0	-1	-0.3	x	-10	-13	42*
O=S(=O)(Nc1ccc2c(c1)nc1n2CCN(Cc2ccccc2)C1)c1ccc(Cl)cc1	12	4	-0.8	1	3	-0.4	-0.1	12	-23	5
CCOc1ccc(N=Cc2c(O)c3ccccc3oc2=O)cc1	-4	-1	0.1	4	1	-0.4	-1.5	-16	-5	-2

A draw from above in order of formula weight, high to low.
SMILES	GDH-TPI inh	FBA Mtb inh	UGM FP inh	3CLpro inhibitor	MazF activator	BH1578 lux ind	Mtb BioA inh	DUSP3 inh	Rv3671c protease	PriA SSB inh
O=C(/C=C/c1ccccc1)C1=C(O)C(=O)N(CCO)C1c1cccc([N+](=O)[O-])c1 (centres undefined)	26	0	3.3	1	0	-0.9	-0.4	14	-8	-8
CCOC(=O)/C(=N\Nc1cccc(C(F)(F)F)c1)N(CCOC)CCOC	7	-3	-2.1	1	-7	-1.8	1.0	26	1	x
Cc1ccccc1NC(=O)C(C)N1C(=O)c2ccccc2C1=O (centres undefined)	11	6	0.1	-1	-23	-0.3	-3.9	26	5	-12

The listing continues.
SMILES	GDH-TPI inh	FBA Mtb inh	UGM FP inh	3CLpro inhibitor	MazF activator	BH1578 lux ind	Mtb BioA inh	DUSP3 inh	Rv3671c protease	PriA SSB inh
CCOc1ccccc1CNS(=O)(=O)c1cnc[nH]1	3	2	-0.9	-1	-4	i	-1.1	0	4	-12
Cc1ccc(NC2=C(CC(=O)O)C(c3ccccc3)N(c3ccc(C)cc3)C2=O)cc1 (centres undefined)	10	8	-3.7	3	-4	-0.4	0.6	7	-3	9
COCC(=O)N1CCC(Oc2ccc(C(=O)NCCCC3CCCC3)cc2)CC1	0	2	-3.5	0	7	i	0.4	11	x	-4
c1ccc2c(c1)Nc1cc3ccccc3cc1O2	6	16	x	x	14	i	0.0	x	x	-13
CCOCC(=O)Nc1ccc(C)c(Cl)c1	18	-7	1.8	-1	4	i	-2.7	29	-14	-2
CCN1CN=C(NS(=O)(=O)c2ccc(C)cc2)NC1	-4	0	-1.3	-3	3	-1.0	-0.6	13	1	-17
Cc1ccccc1NC(=O)CC1C(=O)NCCN1C(=O)c1cccc(Cl)c1 (centres undefined)	-3	2	-0.7	3	6	-0.7	1.1	6	-5	-7
COc1ccc(/C=C/C(=O)c2ccc(O)cc2)cc1	29	5	-2.1	4	9	-0.4	-0.5	-6	-7	-13
COc1ccc(OC)c(C2=Nn3c(nnc3-c3ccco3)SC2)c1	15	0	0.8	-5	0	0.3	0.1	3	2	-14
N#Cc1ccc(NC(=O)COc2ccc(-n3cnnn3)cc2)cc1	6	-1	0.2	x	2	0.1	-2.2	x	-7	0
Cc1ccc(NC(=O)/C(C#N)=C/c2ccsc2)c(C)c1	14	1	-2.3	2	-5	-0.6	-2.0	4	0	-5
CC(CN1CCCCC1)C(=O)NN (centres undefined)	-3	3	1.0	0	-1	i	-0.2	30	0	-3
CCNC(=O)/C(C#N)=C/c1c(N2CCCCCC2)nc2c(C)cccn2c1=O	13	-2	1.1	-1	1	-0.3	3.5	x	-2	0
CCOC(=O)c1csc(NC(=O)Nc2cccc(Cl)c2)n1	4	0	0.8	-1	2	-0.2	x	-4	-12	-5
O=C(CSc1c2c(nc3ccc(Cl)cc13)CCCC2)NCCCN1CCOCC1	11	-1	0.5	1	3	-1.2	24	29	-17	2
COc1ccc(N2CCN(C(c3ccc4ncccc4c3)c3nnnn3C(C)(C)C)CC2)cc1 (centres undefined)	5	-1	1.0	-1	-4	7.2	x	20	7	13
CCOC(=O)C1=C2SCCN2C(=O)C(C#N)C1(C)C (centres undefined)	-6	-14	-1.4	-5	0	-0.2	0.7	-5	5	-21
Cc1ccc(-c2nc(CS(=O)CC(=O)NC3CCCC3)c(C)o2)cc1 (centres undefined)	2	-3	2.2	-5	-1	-1.6	0.7	2	5	4
CC(=O)Nc1ccc(N/C=C/C(=O)c2ccc(C)cc2)cc1	20	3	3.9	2	5	3.8	0.1	-36	-1	3
CCc1c(C)nc2ccc(Br)cc2c1Cl	-2	1	0.9	3	8	-4.6	-0.1	8	-9	-18
C(=N\Nc1nc(N2CCCC2)nc(N2CCCC2)n1)/c1ccccc1OCc1ccccc1	9	3	-2.0	0	-10	-0.2	0.3	-13	-21	x
Cn1cccc1C(=O)OCc1csc(-c2ccccc2)n1	-2	0	1.2	0	2	i	x	11	6	-8
CSc1nc(N)c(C(=O)Nc2ccc([N+](=O)[O-])cc2)s1	12	2	-0.9	5	-6	i	-1.9	6	2	-3
COc1ccccc1C(=O)NC(CCSC)C(=O)NNC(=O)c1ccncc1 (centres undefined)	7	2	1.3	x	1	i	-4.4	x	-1	-11
Cc1ccc(CN2CCN(C(=O)CC(C)C)CC2)cc1	16	2	1.1	-3	4	-0.7	-0.7	4	-1	-14
O=C(COC(=O)/C=C/c1ccc(S(=O)(=O)N2CCOCC2)cc1)NCc1ccc(F)cc1	1	3	-6.6	2	4	-0.2	x	26	11	-9
Cc1ccc(NC(=S)Nc2ccc(F)cc2)cc1	-5	3	1.7	-3	1	i	-0.3	18	1	-3
CCCCOc1ccc(C(C)NC(=O)C2CCCN(S(=O)(=O)CC)C2)cc1 (centres undefined)	4	-1	-0.2	-9	-4	x	-1.0	14	-2	-4
CC(NC(=O)C12CC3CC(CC(C3)C1)C2)C(=O)NCCN(C)C (centres undefined)	6	1	-1.8	2	-7	0.4	-3.6	-6	-7	-11
COC(=O)c1ccc2nccnc2c1	-3	1	-1.1	-5	4	0.8	-0.3	20	11	-10
CCCCC(=O)N(C)c1c(CC)nc2c(OCC(N)=O)cccn12	8	-1	x	x	x	-0.8	6.8	x	x	x
COCCCNC(=O)c1cccc2c(-c3ccc(OC)cc3C)coc12	2	-3	x	x	x	-0.4	0.9	x	x	x
Cn1c(COc2ccccc2)nnc1SCC(=O)Nc1ccc(S(N)(=O)=O)cc1	4	0	1.4	-1	5	-2.9	0.4	18	-1	-12
COc1ccccc1NS(=O)(=O)c1ccc(N/N=C(\C)C(C)C)c([N+](=O)[O-])c1	x	x	2.1	5	-5	-0.4	x	13	-2	x
CC(=O)OC1CC[C@]2(C#N)[C@H]3CC[C@]4(C)[C@H](C5C=CC(=O)O5)CCC4(O)C3CCC2(O)C1 (some centres undefined)	-2	3	1.1	0	-4	i	0.6	14	-4	-1
Cc1ccc(N2CCN(C(=O)N3CCOCC3)CC2)c(C)c1	4	1	-4.9	5	-16	-1.6	x	33	1	1
NC(=O)c1ccsc1NC(=O)COC(=O)CNC(=O)c1ccc(F)cc1	-1	1	2.4	x	2	i	-1.6	x	0	1
C=CCn1c(SCC(=O)Nc2ccc(NC(C)=O)cc2)nc2sc(C)c(C)c2c1=O	9	5	-1.2	x	-3	i	-1.1	x	-51	-5
CN1CC(=O)N(CC(=O)N2N=C(c3ccc(Cl)cc3)CC2c2ccco2)C1=O (centres undefined)	5	0	0.6	1	-11	-0.2	-0.8	-8	0	2
O=C1C2ON(c3ccc(Br)cc3)C(c3cccnc3)C2C(=O)N1C1CCCCC1 (centres undefined)	9	3	-3.6	4	1	-0.6	-2.1	6	1	-19
O=C(C1CCN(C2CCN(Cc3ccsc3)CC2)CC1)N1CCOCC1	-1	0	3.4	0	-1	i	-0.9	18	2	-2
CCCCOc1ccc(OC(=O)Nc2cc(Cl)ccc2OC)cc1	6	3	-2.1	-1	-2	-0.3	-2.1	12	2	-1
Cc1ccc(C2CC(c3ccccc3)=NN2C(=O)CSc2nnc(-c3ccncc3)n2C)o1 (centres undefined)	-2	1	0.0	-2	-2	-0.6	1.4	4	-16	-4
Cc1cc2ccccc2c(=O)[nH]1	1	2	-0.2	3	-6	i	-0.7	13	11	-12
O=C(O)C1C2CCCCC2=C2CCCCC2C1C(=O)c1ccccc1 (centres undefined)	9	0	-1.4	2	-1	-0.3	1.2	16	10	4
COc1ccc(S(=O)(=O)N2CCC(C(=O)N3CCc4ccccc4C3)CC2)cc1	-1	2	-0.8	-1	1	i	x	15	11	1
Cc1cc(S(=O)(=O)NCC(=O)O)ccc1F	-4	-1	1.3	-8	3	-0.3	-2.1	-8	-1	-3
O=C1/C(=C\c2ccc(Br)o2)SC(=Nc2ccccc2)N1c1ccccc1	6	1	0.8	0	-1	i	-0.7	12	-6	19
O=C(c1cccc(Cl)c1)N1CCCC(C(=O)N2CCCCCC2)C1 (centres undefined)	0	2	0.7	9	3	x	0.1	-9	1	-14
COc1cc([N+](=O)[O-])ccc1NC(=O)NNC(=O)CCc1ccccc1	13	-1	-2.8	2	9	i	1.5	19	1	-3
CCCCN(C(=S)NC(=O)c1cc(OC)c(OC)c(OC)c1)c1c(N)n(Cc2ccccc2)c(=O)[nH]c1=O	3	4	0.3	1	-4	-0.1	-1.2	0	-3	-10
CCn1c(C)cc(/C=C2/SC(=O)N(CC(=O)N3CCCC3)C2=O)c1C	-2	-5	-2.1	-6	7	i	0.0	7	3	-1
Cc1cc(=O)[nH]c(SCC(=O)Nc2nc(-c3ccccc3)cs2)n1	0	11	-2.7	-4	-3	-3.6	-3.4	30	-9	-9

Among those listed so far, six have two or more sulfur atoms.
SMILES	GDH-TPI inh	FBA Mtb inh	UGM FP inh	3CLpro inhibitor	MazF activator	BH1578 lux ind	Mtb BioA inh	DUSP3 inh	Rv3671c protease	PriA SSB inh
COc1cc2nc(N(CCCN(C)C)C(=O)c3ccc(S(=O)(=O)N4CCc5ccccc54)cc3)sc2cc1OC	11	5	-4.0	x	-26	i	-0.9	x	-3	27&38
CCc1ccc(C2=NNC(=Nc3cccc(S(=O)(=O)N(C)C)c3)SC2)cc1	20	-1	0.9	0	-1	-0.3	x	-10	-13	42*
CSc1nc(N)c(C(=O)Nc2ccc([N+](=O)[O-])cc2)s1	12	2	-0.9	5	-6	i	-1.9	6	2	-3
Cn1c(COc2ccccc2)nnc1SCC(=O)Nc1ccc(S(N)(=O)=O)cc1	4	0	1.4	-1	5	-2.9	0.4	18	-1	-12
C=CCn1c(SCC(=O)Nc2ccc(NC(C)=O)cc2)nc2sc(C)c(C)c2c1=O	9	5	-1.2	x	-3	i	-1.1	x	-51	-5
Cc1cc(=O)[nH]c(SCC(=O)Nc2nc(-c3ccccc3)cs2)n1	0	11	-2.7	-4	-3	-3.6	-3.4	30	-9	-9
